Compound activity from PubChem.
ERa coact pot: enhancers of ERα–SRC-1 coactivator binding, primary screen, biochemical, TR-FRET, ERα LBD, low estradiol; Estrogen receptor (Homo sapiens), P03372; TR-FRET ERalpha-LBD/SRC-Cy5 coactivator binding, 2 h; 100 = basal binding, no effect; coactivator binding (% of control), % at 25.6 µM; hit rate 1.3% among 86,000; AID 639, 2007; in the data active = activity above about 200%;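 also: binding measured in presence of low estradiol as agonist stimulus; 0% = peptide alone without receptor and 100% = receptor with peptide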
Calb biofilm kill: clotrimazole potentiators killing Candida biofilms, primary screen, with clotrimazole, Alamar Blue. C. albicans biofilm + clotrimazole. inhibition, % at 6 µM. hit rate 0.14% among 85,000;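 active = inhibition above 20%; inactive = inhibition below 20%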;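 also: preformed 24 hr biofilms exposed to compound for 48 hr; 0% = biofilm without compound and 100% = blank killed by clotrimazole plus chlorhexidine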
ERb coact inh: inhibitors of ERβ-SRC1 coactivator interaction, primary screen, biochemical, TR-FRET, ERβ LBD, SRC-1 peptide | Estrogen receptor beta (Homo sapiens), Q92731 | TR-FRET ER-beta LBD / SRC1-Cy5 peptide binding; receptor agonist-loaded with 1 µM estradiol | inhibition, % at 25.6 µM | hit rate 1.3% among 86,000 | AID 633, 2007;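 active = compounds whose percent inhibition of the receptor-coactivator binding signal exceeds about 50% in the single-dose screen, limit read from the data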;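 also: 0% = receptor plus peptide wells without compound and 100% = peptide-only wells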
sEH activator: soluble epoxide hydrolase activators, primary screen, biochemical, human sEH. Bifunctional epoxide hydrolase 2 (Homo sapiens), P34913. hit rate 0.04% among 91,000. activation, % at 2 µM. purified human sEH enzymatic activity, activator screen; in the data active = activation above about 37%; also: values of inactives mirror those of a sister screen read the other way
Target sequence (P34913 whole entry, looked up): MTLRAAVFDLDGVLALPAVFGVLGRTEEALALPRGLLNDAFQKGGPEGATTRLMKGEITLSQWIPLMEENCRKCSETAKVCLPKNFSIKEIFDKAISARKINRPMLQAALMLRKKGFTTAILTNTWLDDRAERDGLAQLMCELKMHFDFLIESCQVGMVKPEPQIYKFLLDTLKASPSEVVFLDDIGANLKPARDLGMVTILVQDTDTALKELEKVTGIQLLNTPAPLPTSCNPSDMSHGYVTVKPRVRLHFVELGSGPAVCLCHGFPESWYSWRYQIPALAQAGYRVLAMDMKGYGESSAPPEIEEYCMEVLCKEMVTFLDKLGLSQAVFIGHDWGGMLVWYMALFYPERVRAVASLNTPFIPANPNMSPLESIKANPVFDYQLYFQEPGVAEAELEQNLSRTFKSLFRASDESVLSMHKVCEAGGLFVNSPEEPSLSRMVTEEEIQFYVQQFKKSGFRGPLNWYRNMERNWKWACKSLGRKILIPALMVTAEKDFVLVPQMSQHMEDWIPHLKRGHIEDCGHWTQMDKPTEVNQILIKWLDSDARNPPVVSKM
H69AR inhibit: proliferation blockers of H69AR lung cancer cells, primary screen, cell-based, human, 86K library. H69AR lung tumor viability, ATP luminescence, 72 h; hits give low values. viability, % at 10 µM. hit rate 6% among 85,000. AID 598, 2007;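 active = viability at or below 40%; inactive = viability above 40%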;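 also: multidrug resistant small cell line overexpressing MRP-1 efflux transporter; 100% = mean luminescence of untreated control wells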
ERa coact inh: ERα–SRC-1 coactivator interaction inhibitors, primary screen, biochemical, TR-FRET, ERα LBD, estradiol-bound; TR-FRET ER-alpha LBD / SRC-1 peptide; inhibition, % at 25.6 µM; hit rate 1.7% among 86,000; in the data active = inhibition above about 50%;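 also: 0% = receptor plus peptide control and 100% = peptide only without receptor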
Smad3 inh: Smad3/FoxH1 peptide binding inhibitors, primary screen, biochemical, TR-FRET; inhibition, % at 25 µM; AID 630, 2007; TR-FRET Smad3/Dy647-FoxH1 peptide binding, europium anti-His; Mothers against decapentaplegic homolog 3 (Homo sapiens), P84022; hit rate 0.29% among 88,000;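 active = compounds that reduce the energy-transfer binding signal between the protein and its labelled peptide by more than half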;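 also: 0% = Smad3 plus labelled peptide maximal FRET and 100% = peptide-only background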
Target sequence (P84022 whole entry, looked up): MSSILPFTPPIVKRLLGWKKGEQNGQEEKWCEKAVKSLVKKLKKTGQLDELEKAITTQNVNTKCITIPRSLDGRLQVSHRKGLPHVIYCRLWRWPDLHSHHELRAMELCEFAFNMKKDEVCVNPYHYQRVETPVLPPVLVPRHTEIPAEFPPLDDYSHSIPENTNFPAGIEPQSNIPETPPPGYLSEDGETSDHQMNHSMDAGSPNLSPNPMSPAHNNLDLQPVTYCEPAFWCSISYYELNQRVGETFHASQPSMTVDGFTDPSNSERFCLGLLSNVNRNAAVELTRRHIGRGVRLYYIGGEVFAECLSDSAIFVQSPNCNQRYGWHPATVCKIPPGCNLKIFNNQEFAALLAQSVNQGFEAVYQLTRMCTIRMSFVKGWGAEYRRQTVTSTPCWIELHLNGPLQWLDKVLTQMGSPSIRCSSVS
Fibroblast inh: antiproliferative effect on LL 47 fibroblasts – human, LL 47 cells, CellTiter-Glo luminescence, primary screen; viability, % at 10 µM; hit rate 1.1% among 85,000; LL 47 human lung fibroblast viability, ATP luminescence; hits give low values;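 active = viability at or below 50% in the single dose screen; inactive = viability above 50%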;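 also: compound exposure lasted 72 h before the ATP readout; 100% = median luminescence of untreated cell-only wells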
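Times – overnight cell rest, 72 h compound treatment at 37 °C · Test system – human lung fibroblast line LL 47, low passage · Amount – 1,150 cells in each well · Controls – cell-only wells, no compound · Doses – 0.1% DMSO in all compound wells · Measured by – CellTiter-Glo luminescence · Buffer or medium – IMEM plus 15% FBS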
HUVEC inhibit: inhibitors of HUVEC proliferation, primary screen, cell-based, 384-well | hit rate 1.1% among 86,000 | CellTiter-Glo luminescence, 72 h; hits give low values | AID 648, 2007 | viability, % at 10 µM (by protocol);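 active = viability at or below 30%; inactive = viability above 30%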;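 also: 100% = median luminescence of DMSO-only cell control wells on each plate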
The depositor's hits bear a star; [ ] = dose if it differs, or a comment. An excerpt; the hit share may differ from the screen's.

Sample of the layout:
For Cn1c(SCC(=O)OCc2ccccc2)nnc1-c1ccco1 the results were ERa coact pot 112, Calb biofilm kill 2, ERb coact inh 6, sEH activator 5, H69AR inhibit 95, ERa coact inh 1, Smad3 inh -1, Fibroblast inh 99 and HUVEC inhibit 99.
`CC(=O)N1CCN(C(=O)CCc2c[nH]c3ccccc23)CC1` gave ERa coact pot 118, Calb biofilm kill 2, ERb coact inh -8, sEH activator -5, H69AR inhibit 84, ERa coact inh -3, Smad3 inh 11, Fibroblast inh 101 and HUVEC inhibit 91.

All compounds of this part, from the start:
For Cn1c(SCC(=O)OCc2ccccc2)nnc1-c1ccco1 the results were ERa coact pot 112, Calb biofilm kill 2, ERb coact inh 6, sEH activator 5, H69AR inhibit 95, ERa coact inh 1, Smad3 inh -1, Fibroblast inh 99 and HUVEC inhibit 99.
`CC(=O)N1CCN(C(=O)CCc2c[nH]c3ccccc23)CC1` gave ERa coact pot 118, Calb biofilm kill 2, ERb coact inh -8, sEH activator -5, H69AR inhibit 84, ERa coact inh -3, Smad3 inh 11, Fibroblast inh 101 and HUVEC inhibit 91.
Screening CC(C)(C)OC(=O)N1CCOCCOCCN(C(=O)OC(C)(C)C)CCOCC1 returned ERa coact pot 129, Calb biofilm kill 7, ERb coact inh -3, sEH activator -4, H69AR inhibit 95, ERa coact inh -4, Smad3 inh -7, Fibroblast inh 103 and HUVEC inhibit 100.
`CCn1c(COc2ccccc2)nnc1SCC(=O)Nc1cc(OC)ccc1OC` gave ERa coact pot 104, Calb biofilm kill -1, ERb coact inh 2[fluorescence artefact?], sEH activator 3, H69AR inhibit 98, ERa coact inh -3[fluorescence artefact?], Smad3 inh -12, Fibroblast inh 99 and HUVEC inhibit 93.
For COc1ccc(N2C(=O)CC(Cc3ccccc3)C2=O)cc1 (stereo not drawn) the results were ERa coact pot 121, Calb biofilm kill 8, ERb coact inh 6, sEH activator 1, H69AR inhibit 108, ERa coact inh -2, Smad3 inh 1, Fibroblast inh 102 and HUVEC inhibit 108.
`CC1OC23CCCCC2C(C#N)(C(=N)O3)C1(C#N)C#N` (stereo not drawn) gave ERa coact pot 103, Calb biofilm kill -7, ERb coact inh -1, sEH activator 15, H69AR inhibit 66, ERa coact inh -2, Smad3 inh -2, Fibroblast inh 98 and HUVEC inhibit 94.
`Cc1cc(C)cc(-c2nnc(SCC(=O)NCc3cccs3)o2)c1` gave ERa coact pot 106, Calb biofilm kill -7, ERb coact inh -6, sEH activator -14, H69AR inhibit 93, ERa coact inh -6, Smad3 inh -4, Fibroblast inh 96 and HUVEC inhibit 98.
`CCCCOc1ccc(NC(=O)CN2CCN(C(=O)OCC)CC2)cc1` gave ERa coact pot 104, Calb biofilm kill 7, ERb coact inh 2, sEH activator -31, H69AR inhibit 90, ERa coact inh -8, Smad3 inh 4, Fibroblast inh 98 and HUVEC inhibit 93.
Screening COCn1c(-c2ccc(OC)cc2)nc2ccccc21 returned ERa coact pot 93, Calb biofilm kill 2, ERb coact inh 1, sEH activator -1, H69AR inhibit 68, ERa coact inh 3, Smad3 inh -6, Fibroblast inh 94 and HUVEC inhibit 88.
Screening CCC(C)(C)NC(=O)C(c1ccncc1)N(Cc1ccc(C)cc1)C(=O)c1csnn1 (stereo not drawn) returned ERa coact pot 100, Calb biofilm kill 5, ERb coact inh 3, sEH activator 0, H69AR inhibit 83, ERa coact inh -3, Smad3 inh 3, Fibroblast inh 94 and HUVEC inhibit 100.
For O=C(Cn1c(=O)n(CC(=O)NCc2ccccc2)c2ccccc21)NCc1ccccc1 the results were ERa coact pot 187, Calb biofilm kill 2, ERb coact inh 8[fluorescence artefact?], sEH activator 14, H69AR inhibit 74, ERa coact inh 26[fluorescence artefact?], Smad3 inh 3, Fibroblast inh 85 and HUVEC inhibit 42.
COCCn1c(CN2CCN(c3ccccc3)CC2)nc2c1c(=O)n(C)c(=O)n2C was read as ERa coact pot 117, Calb biofilm kill 1, ERb coact inh -3[fluorescence artefact?], sEH activator 3, H69AR inhibit 101, ERa coact inh 5[fluorescence artefact?], Smad3 inh 0, Fibroblast inh 97 and HUVEC inhibit 101.
O=C(Nc1ccon1)C(Sc1ccccc1)c1ccccc1 (stereo not drawn) was read as ERa coact pot 105, Calb biofilm kill 6, ERb coact inh -18[fluorescence artefact?], sEH activator -1, H69AR inhibit 72, ERa coact inh -16, Smad3 inh 8, Fibroblast inh 91 and HUVEC inhibit 100.
Screening CCn1c(CNC(=O)c2ccc(OC)cc2)nnc1SC returned ERa coact pot 115, Calb biofilm kill 5, ERb coact inh -5, H69AR inhibit 98, ERa coact inh -2, Smad3 inh 4, Fibroblast inh 104 and HUVEC inhibit 92.
CCCOc1ccc(Cc2nc(N)nc(N)n2)cc1 was read as ERa coact pot 116, Calb biofilm kill 13, ERb coact inh -8[fluorescence artefact?], sEH activator 4, H69AR inhibit 50, ERa coact inh 1, Smad3 inh -1, Fibroblast inh 77 and HUVEC inhibit 71.
CCn1c(SCC(=O)Nc2ccc(OC)c(OC)c2)nnc1-c1c[nH]c2ccccc12 was read as ERa coact pot 101, Calb biofilm kill 2, ERb coact inh -7, H69AR inhibit 65, ERa coact inh -2, Smad3 inh -7, Fibroblast inh 107 and HUVEC inhibit 107.
Screening CCCN(N=Nc1cccc([N+](=O)[O-])c1)c1cccc([N+](=O)[O-])c1 returned ERa coact pot 113[fluorescence artefact?], Calb biofilm kill 8, ERb coact inh -4[fluorescence artefact?], sEH activator -2, H69AR inhibit 74, ERa coact inh 7[fluorescence artefact?], Smad3 inh 3, Fibroblast inh 104 and HUVEC inhibit 106.
ONC=Nc1cccc2nonc12 was read as ERa coact pot 111, Calb biofilm kill 8, ERb coact inh -13, sEH activator -4, H69AR inhibit 91, ERa coact inh -4, Smad3 inh -4, Fibroblast inh 102 and HUVEC inhibit 101.
Screening O=C(NCC(=O)N(Cc1ccco1)C(C(=O)NC1CCCCC1)c1cccnc1)c1cccs1 (stereo not drawn) returned ERa coact pot 105[fluorescence artefact?], Calb biofilm kill 0, ERb coact inh -6, sEH activator -2, H69AR inhibit 100, ERa coact inh -8, Smad3 inh 5[fluorescence artefact?], Fibroblast inh 115 and HUVEC inhibit 104.
`COc1ccc(OCCCON2C(=O)c3ccccc3C2=O)cc1` gave ERa coact pot 115[fluorescence artefact?], Calb biofilm kill 3, ERb coact inh -14, sEH activator 18, H69AR inhibit 101, ERa coact inh -7, Smad3 inh -1, Fibroblast inh 100 and HUVEC inhibit 96.
For COc1ccc(NS(=O)(=O)c2ccc(OC)c(OC)c2)cc1OC the results were ERa coact pot 104, Calb biofilm kill 7, ERb coact inh -4, H69AR inhibit 97, ERa coact inh 0, Smad3 inh -3, Fibroblast inh 101 and HUVEC inhibit 115.
For O=C(CSc1nc(-c2ccco2)cc(C(F)(F)F)n1)Nc1ccc2c(c1)OCO2 the results were ERa coact pot 125, Calb biofilm kill 4, ERb coact inh -11, sEH activator -46, H69AR inhibit 24*, ERa coact inh -4, Smad3 inh 6, Fibroblast inh 90 and HUVEC inhibit 68.
`COc1cccc(-c2nnc(NC(=O)C3CCCCC3)o2)c1` gave ERa coact pot 100, Calb biofilm kill -3, ERb coact inh -12, sEH activator -8, H69AR inhibit 79, ERa coact inh -3, Smad3 inh 9[fluorescence artefact?], Fibroblast inh 90 and HUVEC inhibit 100.
For O=C(NCc1ccc(Cl)cc1)c1cc2c(nc3sccn32)s1 the results were ERa coact pot 96[fluorescence artefact?], Calb biofilm kill 8, ERb coact inh 37, sEH activator -11, H69AR inhibit 93, ERa coact inh 45, Smad3 inh 6, Fibroblast inh 97 and HUVEC inhibit 83.
`O=C(CN1CCN(c2ccccc2)CC1)Nc1nccs1` gave ERa coact pot 121, Calb biofilm kill 4, ERb coact inh -4, sEH activator -4, H69AR inhibit 98, ERa coact inh 0, Smad3 inh -6, Fibroblast inh 100 and HUVEC inhibit 103.
`Oc1ccc(CNc2ccc(F)cc2)c2cccnc12` gave ERa coact pot 106[fluorescence artefact?], Calb biofilm kill -8, ERb coact inh 9[fluorescence artefact?], sEH activator -3, H69AR inhibit 55, ERa coact inh -4[fluorescence artefact?], Smad3 inh 7, Fibroblast inh 85 and HUVEC inhibit 77.
`Clc1ccccc1Nc1ncnc2c1nnn2Cc1ccccc1` gave ERa coact pot 90, Calb biofilm kill -1, ERb coact inh 9, sEH activator -9, H69AR inhibit 89, ERa coact inh 2[fluorescence artefact?], Smad3 inh -12, Fibroblast inh 103 and HUVEC inhibit 96.
COc1ccc(Cl)cc1NC(=O)C1CC(=O)N(c2ccc(F)cc2)C1 (stereo not drawn) was read as ERa coact pot 109, Calb biofilm kill 11, ERb coact inh -5, sEH activator -9, H69AR inhibit 85, ERa coact inh -3[fluorescence artefact?], Smad3 inh -4, Fibroblast inh 100 and HUVEC inhibit 96.
COc1ccc(C(=O)C(OC(=O)CNC(=O)c2ccco2)c2ccccc2)cc1 (stereo not drawn) was read as ERa coact pot 99[fluorescence artefact?], Calb biofilm kill -4, ERb coact inh -56[fluorescence artefact?], sEH activator 10, H69AR inhibit 82, ERa coact inh -5[fluorescence artefact?], Smad3 inh 1, Fibroblast inh 93 and HUVEC inhibit 74.
Screening Clc1ccccc1-c1nc2ccccc2c2nncn12 returned ERa coact pot 99, Calb biofilm kill 7, ERb coact inh 3, sEH activator 9, H69AR inhibit 81, ERa coact inh 1, Smad3 inh -31, Fibroblast inh 98 and HUVEC inhibit 92.
Cc1nnc2c(Oc3ccccc3)nc3ccccc3n12 was read as ERa coact pot 101, Calb biofilm kill 4, ERb coact inh -9, sEH activator -9, H69AR inhibit 82, ERa coact inh -10, Smad3 inh 1, Fibroblast inh 85 and HUVEC inhibit 83.
For Cc1nc2ccccc2c(=O)[nH]1 the results were ERa coact pot 112, Calb biofilm kill -2, ERb coact inh 10, sEH activator 8, H69AR inhibit 89, ERa coact inh 0, Smad3 inh 14, Fibroblast inh 104 and HUVEC inhibit 90.
Screening O=C(CCn1c(=O)c2ccccc2n(CC(=O)NC2CCCC2)c1=O)NCc1ccco1 returned ERa coact pot 101, Calb biofilm kill 6, ERb coact inh -3, sEH activator -4, H69AR inhibit 96, ERa coact inh -1, Smad3 inh 1, Fibroblast inh 98 and HUVEC inhibit 107.
N#Cc1c(NC(=O)CSc2nnc(-c3ccco3)n2-c2ccccc2)sc2c1CCC2 was read as ERa coact pot 61[fluorescence artefact?], Calb biofilm kill 5, ERb coact inh 38, sEH activator -18, H69AR inhibit 99, ERa coact inh 44, Smad3 inh -2[fluorescence artefact?], Fibroblast inh 103 and HUVEC inhibit 98.
For Cc1cc(C)n2c3c(c(C#N)c2n1)CC(C)(C)OC3 the results were ERa coact pot 116, Calb biofilm kill 1, ERb coact inh -7, sEH activator 3, H69AR inhibit 84, ERa coact inh -4, Smad3 inh -2, Fibroblast inh 95 and HUVEC inhibit 90.
NC(=O)c1nsc(C(=O)N(CC(=O)NCc2ccc3c(c2)OCO3)C2CCCCC2)c1N was read as ERa coact pot 120, Calb biofilm kill 6, ERb coact inh -3, sEH activator 2, H69AR inhibit 80, ERa coact inh 0, Smad3 inh 4, Fibroblast inh 93 and HUVEC inhibit 90.
